MITF inh – MITF inhibitors, primary screen, biochemical, AlphaScreen, human. Microphthalmia-associated transcription factor (Homo sapiens), O75030. AlphaScreen MITF homodimerization, bead proximity signal. inhibition, % at 2.6 µM. actives 0.91% (n = 650,000). AID 1259374, 2018; in the data active means inhibition above about 50%;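 further: 0% = vehicle wells with protein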
GPR151 ag – activators of human GPR151, primary screen, cell-based, PathHunter beta-arrestin, luminescence. G-protein coupled receptor 151 (Homo sapiens), Q8TDV0. PathHunter beta-arrestin GPR151 cells. activation, % at 11.2 µM. actives 1% (n = 650,000). AID 1508602, 2020; in the data active means activation above about 4.9%;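 further: 0% = median of compound wells and 100% = cells with positive control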
Target sequence (Q8TDV0 whole entry, looked up): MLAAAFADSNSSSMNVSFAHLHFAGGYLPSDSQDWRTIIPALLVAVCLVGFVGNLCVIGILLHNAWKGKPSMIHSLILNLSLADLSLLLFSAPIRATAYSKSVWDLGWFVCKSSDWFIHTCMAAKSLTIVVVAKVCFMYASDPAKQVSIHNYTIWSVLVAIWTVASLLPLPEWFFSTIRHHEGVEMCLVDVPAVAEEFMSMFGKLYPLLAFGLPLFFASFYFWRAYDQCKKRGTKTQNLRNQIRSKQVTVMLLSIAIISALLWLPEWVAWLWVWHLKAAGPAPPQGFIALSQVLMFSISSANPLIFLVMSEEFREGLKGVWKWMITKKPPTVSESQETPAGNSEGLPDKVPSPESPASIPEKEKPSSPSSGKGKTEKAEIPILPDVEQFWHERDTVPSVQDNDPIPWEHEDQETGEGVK
TEAD-YAP inh – TEAD-YAP interaction inhibition, primary screen, TEAD-YAP interaction inhibitor project, luminescence, HEK-TIYL cells. TEAD-Gal4/YAP UAS-luciferase luminescence. inhibition, % at 9.12 µM. actives 1.4% (n = 640,000). AID 1259422, 2018; in the data active means inhibition above about 32%;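 further: 0% = median of test compound wells and 100% = reference inhibitor wells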
FBW7 act – FBW7 E3 ligase activators, primary screen, biochemical, AlphaScreen, human. actives 0.13% (n = 650,000). AlphaScreen FBW7–phospho-cyclin E peptide binding, activator screen. AID 1259310, 2017. normalized activity (activation), % at 26.1 µM; in the data active means normalized activity above about 1.9%;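 further: purified mutant Fbw7 with reduced substrate affinity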
Target sequence (Q969H0 whole entry, looked up): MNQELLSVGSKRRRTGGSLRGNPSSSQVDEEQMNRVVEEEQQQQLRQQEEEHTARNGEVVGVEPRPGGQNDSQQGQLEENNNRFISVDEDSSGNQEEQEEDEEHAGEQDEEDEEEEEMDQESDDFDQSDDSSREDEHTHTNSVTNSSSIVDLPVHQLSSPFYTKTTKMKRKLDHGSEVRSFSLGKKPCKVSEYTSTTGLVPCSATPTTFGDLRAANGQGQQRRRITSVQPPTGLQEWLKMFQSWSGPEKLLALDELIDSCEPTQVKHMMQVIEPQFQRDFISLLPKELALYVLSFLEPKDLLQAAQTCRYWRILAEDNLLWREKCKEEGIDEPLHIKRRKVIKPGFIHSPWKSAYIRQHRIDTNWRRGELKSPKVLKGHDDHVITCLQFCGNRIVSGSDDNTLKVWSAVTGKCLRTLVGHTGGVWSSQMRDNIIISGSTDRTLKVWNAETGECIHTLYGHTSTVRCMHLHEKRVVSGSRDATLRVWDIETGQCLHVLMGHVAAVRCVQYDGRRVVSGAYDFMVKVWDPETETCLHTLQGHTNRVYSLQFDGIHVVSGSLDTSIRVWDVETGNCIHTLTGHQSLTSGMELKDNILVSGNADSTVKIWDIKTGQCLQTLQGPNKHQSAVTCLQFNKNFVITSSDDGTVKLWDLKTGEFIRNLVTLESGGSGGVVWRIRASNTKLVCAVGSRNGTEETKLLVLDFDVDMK
Numbers without * were called inactive; · = not tested or not shown.

Results follow in this order: MITF inh, GPR151 ag, TEAD-YAP inh, FBW7 act
> COC(=O)c1ccc(NC(=O)/C(=C\C=C\c2ccccc2)NC(=O)c2ccccc2)cc1
  -1, 0.2, -2, -0.1
> COc1ccc2c(c1)c(CC(=O)Nc1nnc(C)o1)c(C)n2C(=O)c1ccc(Cl)cc1
  13, 5.7*, 9, -0.4
> COc1cc(NC(=O)[C@H]2CNC[C@@H]2c2ccccc2)cnc1-c1cn[nH]c1
  2, -0.3, -3, 0.1
> OCCCc1nc2n(n1)C(c1ccco1)C=C(c1ccc(Cl)cc1)N2 (stereo unspecified)
  8, -0.2, -3, 0.1
> CC(=O)N/C(=C\c1c[nH]c2ccccc12)C(=O)NC(Cc1c[nH]c2ccccc12)C(=O)O (stereo unspecified)
  -14, 2.0, -3, -0.1
> Cc1nc2ccc(C(=O)N/N=C/c3cc([N+](=O)[O-])ccc3O)cc2[nH]1
  92*, 0.7, -20, 1.9*
> O=C1CC(N2CCN(C3CCCCC3)CC2)C(=O)N1Cc1ccc(F)cc1 (stereo unspecified)
  3, 0.4, 0, 0.0
> C[C@@H](O)[C@@H]1NC(=O)[C@H]2CN(C(=O)Oc3cccc4ccccc34)CCN2C1=O
  13, -0.5, 0, 0.2
> Fc1ccccc1-c1nc(Nc2ccc(Oc3ccccc3)cc2)c2ccccc2n1
  4, -0.2, 15, 0.2
> COC(=O)c1c(NC(=O)Cn2nc([N+](=O)[O-])c(Br)c2C)sc2c1CCCC2
  -16, 1.1, -5, -0.1
> Cc1nnc2c(Nc3ccccc3N3CCCC3)nc3ccccc3n12
  2, -1.1, 3, 0.0
> Cc1cc2oc(=O)cc(COC(=O)CN3C(=O)NC4(CCCC4)C3=O)c2cc1Cl
  10, -1.3, 1, 0.2
> COc1cccc2cc(-c3nc4ccc(Cl)cc4[nH]3)c(=O)oc12
  14, -0.7, -35, 0.0
> C=CCOc1ccc(/C=C2\N=C(c3cccs3)OC2=O)cc1OC
  4, -1.6, -7, 0.0
> CC(C)OC(=O)c1cc(NC(=O)Nc2cccc([N+](=O)[O-])c2)cc(C(=O)OC(C)C)c1
  -1, 3.7, -4, 0.8
> NC(N)=NCC1COC2(CCCCC2)O1 (stereo unspecified)
  -3, 2.3, ·, 0.5
> Nc1nc(SCc2cn3cc(Cl)ccc3n2)n[nH]1
  -8, -1.7, -50, 0.3
> O=C(CNS(=O)(=O)c1ccccc1)N/N=C\c1ccc(Cl)cc1
  5, 0.2, 0, 0.0
> COC(=O)C1=C(C)N(CC(C)C)C(=O)/C1=C\c1ccco1
  13, -1.4, -13, -0.3
> Cc1cc(OCC(=O)NNC(=O)c2ccco2)ccc1Br
  7, -0.6, 1, 0.1

Going on with the list:
Results follow in this order: MITF inh, GPR151 ag, TEAD-YAP inh, FBW7 act
> O=S(=O)(c1ccccc1)N1CCSC1c1cccc(Cl)c1 (stereo unspecified)
  -2, -0.2, 6, 0.1
> Cn1c(=O)n(C)c2cc(CNCc3cccnc3)ccc21
  16, 0.9, 11, -0.1
> O=C(CC(SCc1ccco1)c1cccc([N+](=O)[O-])c1)c1cccnc1 (stereo unspecified)
  9, -0.8, -1, -0.1
> CCCCN1C(=O)/C(=C2/C(=O)N(C)c3ccccc32)SC1=S
  0, -1.1, 0, 0.0
> Cc1ccc(NC(=O)c2ccccc2NC(=O)Cc2ccccc2)c(C(=O)c2ccccc2)c1
  -1, 0.6, -2, -0.1
> Cc1ccc(/C=C/C(=O)NCC2CCCO2)o1 (stereo unspecified)
  12, 0.3, -19, 1.1
> O=C(Nc1cccc(C(F)(F)F)c1)C(=O)NC1CC1
  8, 0.9, 1, 0.0
> Brc1ccc(-c2csc(N/N=C/c3cccnc3)n2)cc1
  -8, 0.5, -21, -0.2
> Cc1cc(C(=O)Nc2sc(C(=O)OC(C)C)c(C)c2C(N)=O)ccc1[N+](=O)[O-]
  15, -1.2, -7, 0.2
> CC(=O)CCc1ccc(OS(=O)(=O)c2ccc([N+](=O)[O-])cc2)cc1
  1, -0.3, 1, 0.2
> O=C(Cn1cnc2ccccc2c1=O)NCCC(=O)Nc1ccc(Cl)cn1
  0, 0.5, -8, 0.1
> C=CCn1c(SCC(=O)c2ccc3c(c2)OCO3)nc2sc3c(c2c1=O)CCCC3
  4, 0.5, 5, 0.1
> CC1=NN(c2ccccc2)C(=O)/C1=C\c1cc(C)n(C2CCCCC2)c1C
  13, 2.0, -8, 0.2
> OC(CNCCc1ccc(F)cc1)c1ccccc1 (stereo unspecified)
  26, -0.9, 6, -0.1
> CC(=O)c1c(NCc2ccccc2)nc(=O)n(-c2ccccc2)c1C
  13, 0.1, 5, 0.2
> COc1cccc(NC(=O)COC(=O)Cc2ccc(Cl)cc2)c1
  16, 0.6, -1, 0.0
> CC1(C)CC(=O)C2=C(C1)N(c1ccccc1)C(N)=C(C#N)C2c1ccc(C(C)(C)C)s1 (stereo unspecified)
  4, -0.4, -3, 0.1
> COc1ccc(C(=O)Nc2ccccc2C(=O)N/N=C/c2cc([N+](=O)[O-])ccc2O)cc1
  8, 0.7, 23, -0.1
> Cc1cc(C)c(NC(=O)Cn2cnc3c(oc4ccccc43)c2=O)c(C)c1
  -3, -0.7, -13, 0.2
> Cc1ccc(C(=O)C[n+]2ccc(C(=O)NCCCO)cc2)cc1
  -1, -0.3, 5, 0.0

Other compounds:
Results follow in this order: MITF inh, GPR151 ag, TEAD-YAP inh, FBW7 act
> COC(=O)C1CC(=O)N(C)C12CCN(Cc1ccco1)CC2 (stereo unspecified)
  -9, -0.5, 2, 0.0
> CCC(Sc1nc2cc3c(cc2c(=O)n1Cc1ccco1)OCO3)C(=O)Nc1ccccc1OC (stereo unspecified)
  1, 0.0, -4, -0.1
> COc1cccc(C(=O)N2CCC(c3nc4ccccc4[nH]3)CC2)c1
  8, -0.7, -9, -0.1
> CSc1ncc(Cl)c(C(=O)Nc2cc(C)ccc2C)n1
  7, 0.6, 11, 0.2
> COc1ccc(C(CNC(=O)c2cccs2)N2CCN(C)CC2)cc1 (stereo unspecified)
  10, 0.7, 7, 0.0
> CCOC(=O)c1cnn(-c2cccc(Cl)c2)c1N
  2, -2.0, -13, 0.1
> CCCCC(=O)Nc1ccc(NC(=O)c2ccco2)cn1
  14, -0.7, -24, 0.0
> COCCn1c(SCC(=O)c2ccc(Cl)cc2)nc2ccc(N(C)C)cc2c1=O
  -2, -0.8, 2, -0.1
> Cc1ccccc1NC(=O)CCC(=O)N(CC(C)C)c1c(N)n(CC(C)C)c(=O)[nH]c1=O
  7, 0.2, -13, 0.0
> Fc1cccc(-c2nnc(SCc3cc4c(cc3Cl)OCO4)n2-c2ccccc2)c1
  -2, 1.0, 5, 0.0
> O=C(CSc1nc(-c2ccc(Cl)cc2)cn1-c1ccc(F)cc1)c1ccccc1
  4, -0.7, -3, -0.1
> CCCc1c(O)nc(SCCN(CCC)CCC)[nH]c1=O
  2, 0.8, 8, 0.0
> O=C(NCc1ccccc1)c1ccc2c(=O)n(Cc3cccc(Br)c3)c(=S)[nH]c2c1
  -7, -1.4, -5, -0.1
> N#CC(C#N)=Cc1cn(CC(=O)N2CCCCCC2)c2ccccc12
  -3, 1.0, 5, 0.0
> O=C(O)c1ccc(C(O)(C(F)(F)F)C(F)(F)F)cc1
  -1, 0.8, 9, 0.2
> C/C(=N\NC(=O)c1cc(C)oc1C)c1ccc(C#N)cc1
  -1, -0.5, -45, 0.0
> COc1cccc(CN2CCNC(=O)C2CC(=O)N(C)C2CCCCC2)c1OC (stereo unspecified)
  4, 0.3, 1, 0.1
> CCCCOCCCNC(=O)c1ccc2c(c1)OCO2
  13, -1.4, -8, -0.1
> N#Cc1c(NC(=O)c2ccc(Br)cc2)sc2c1CCCCC2
  6, -1.2, -3, 0.5
> O=C(Nc1nccs1)C(Cc1ccccc1)N1C(=O)c2ccccc2C1=O (stereo unspecified)
  -11, 0.2, 0, 0.1

One compound at a time, from the list above. Screens in order: MITF inh	GPR151 ag	TEAD-YAP inh	FBW7 act
N#CC(C#N)=Cc1cn(CC(=O)N2CCCCCC2)c2ccccc12 in the list: -3	1.0	5	0.0
CSc1ncc(Cl)c(C(=O)Nc2cc(C)ccc2C)n1 in the list: 7	0.6	11	0.2
COc1cccc(CN2CCNC(=O)C2CC(=O)N(C)C2CCCCC2)c1OC (stereo unspecified) in the list: 4	0.3	1	0.1
COC(=O)C1CC(=O)N(C)C12CCN(Cc1ccco1)CC2 (stereo unspecified) in the list: -9	-0.5	2	0.0
Fc1cccc(-c2nnc(SCc3cc4c(cc3Cl)OCO4)n2-c2ccccc2)c1 in the list: -2	1.0	5	0.0

Next records
Results follow in this order: MITF inh, GPR151 ag, TEAD-YAP inh, FBW7 act
> CCOC(=O)Cc1csc(NC(=O)COc2ccc(Br)c(C)c2)n1
  26, 1.3, 4, 0.1
> COc1cccc(/C=N/Nc2cc(-c3ccccc3)nc(C)n2)c1O
  14, -0.3, 20, 0.1
> O=C(CN1CCSCC1)N/N=C/c1ccccc1C(F)(F)F
  33, 0.9, -8, 0.5
> O=CN1CCN(Cc2c(F)cccc2F)CC1
  2, 0.1, -1, -0.1
> CCOC(=O)CC(N)c1ccc(OC)c(OCC)c1 (stereo unspecified)
  11, 0.5, 7, 0.2
> NCCCCC(=O)O
  2, 1.1, 1, 0.4
> Cc1cccc(N2CCN(C(=O)CSc3ccsc3[N+](=O)[O-])CC2C)c1 (stereo unspecified)
  -1, 2.7, 10, -0.1
> Cc1sc2ncn(CC(=O)NCCCC(=O)NCCC3=CCCCC3)c(=O)c2c1C
  6, -0.4, 7, 0.1
> COC(=O)c1c(S(=O)(=O)NC2CC2)sc2c1CCN(C(=O)c1cc(C)ccc1C)C2
  9, 0.5, -10, -0.1
> COc1ccc(OC)c2sc(N)nc12
  5, 1.8, -3, 0.1
> O=C1CCNc2cc3ccccc3cc21
  -3, -0.4, -19, 0.0
> O=C1OC(c2ccc(Br)o2)=N/C1=C/c1ccccc1[N+](=O)[O-]
  5, -0.4, -7, 0.0
> COc1ccc(OC)c(C2C=C(c3ccc(Cl)cc3)Nc3nnnn32)c1 (stereo unspecified)
  9, 0.4, -1, 0.1
> COc1cc(/C=C2/C(=N)N3OC(C)=CC3=NC2=O)ccc1OC(=O)c1ccc(F)cc1
  5, -0.8, -3, 1.0
> COc1cccc(C(=O)Cn2c(N3CCOCC3)nc3c2c(=O)n(C)c(=O)n3C)c1
  9, -0.4, -2, 0.2
> CC(=O)c1cccc(NC(=O)c2cc(CC(C)C)on2)c1
  -7, 0.3, -49, 0.0
> O=C1CCCN1CC(=O)N1CCCC(n2nc(-c3cccs3)ccc2=O)C1 (stereo unspecified)
  5, 0.2, -1, -0.1
> O=C(NCc1ccc(Cl)cc1)C1CCC(Cn2c(=S)[nH]c3ccsc3c2=O)CC1 (stereo unspecified)
  6, 7.0*, -4, -0.1
> CCCOc1cccc(C2C3=C(CC(C)(C)CC3=O)Nc3ccccc3N2C(=O)C(F)(F)F)c1 (stereo unspecified)
  -3, 1.6, 0, 0.1
> N#CCSc1nc2cc(C(=O)NCc3cccc(Cl)c3)ccc2c(=O)n1-c1ccccc1
  -4, 1.0, 13, 0.1

Next section.
Results follow in this order: MITF inh, GPR151 ag, TEAD-YAP inh, FBW7 act
> CC(C)C(=O)N(Cc1ccc(N(C)C)cc1)C1CCS(=O)(=O)C1 (stereo unspecified)
  -4, 1.8, -7, 0.1
> COc1ccc(S(=O)(=O)N2CCC3(CC2)CC(=O)c2ccccc2O3)cc1C
  -8, -1.2, 0, -0.1
> Cc1ccc(N=Cc2ccc(N3CCN(C)CC3)c([N+](=O)[O-])c2)cc1
  16, -0.8, 8, 0.3
> Oc1c(I)cccc1C=Nc1ccc(N2CCOCC2)cc1
  1, -0.6, -1, -0.2
> COc1ccc(CC2(CCC(=O)NCC(C)(C)CO)CCC(=O)N2)c2ccccc12 (stereo unspecified)
  15, -1.0, 6, 0.2
> O=c1[nH]c(N2CCOCC2)nc2c1CN(Cc1nnnn1C1CCCCC1)CC2
  6, 0.4, 1, -0.1
> COc1ccc(Nc2cc(N3CCN(C4CCCCC4)CC3)c3noc4c3c2C(=O)c2ccccc2-4)cc1
  7, -0.9, -6, 0.0
> CCNC(=O)C1Cc2ccccc2CN1S(=O)(=O)c1ccc(F)cc1 (stereo unspecified)
  0, 0.2, -6, -0.2
> CCOC(=O)c1c(C)oc2ccc(OCC)cc12
  15, 0.6, 12, 0.3
> COc1ccc(C(=O)COC(=O)CCCC(=O)Nc2ccc(C)c(Cl)c2)cc1
  15, 0.3, 8, 0.0
> CCOc1ccc(C2=CC(=O)C=CC2=O)cc1
  -2, -0.2, -2, -0.3
> COc1ccc(Nc2cc(C(=O)NCc3cccs3)c3ccccc3n2)cc1
  -4, -0.1, 1, 0.3
> CC(C)(C)c1ccc(S(=O)(=O)N/N=C\c2ccc(O)cc2O)cc1
  -6, 4.5, 8, 0.0
> c1ccc(N2CCN(c3ccccc3)C2c2cccnc2)cc1
  -2, 0.5, -6, 1.3
> CC(Cc1ccc(O)cc1)N1CCC(=O)N(Cc2cccc(F)c2)CC1 (stereo unspecified)
  -4, -0.1, 2, 0.0
> N#Cc1cc2cc3c(cc2nc1N1CCCCC1)OCCO3
  3, 0.6, 7, -0.2
> Cc1ccsc1/C=N/NC(=O)OC(C)(C)C
  -4, 0.9, -26, 0.2
> Cn1cccc1-c1c(C#N)c(N)nc2c1CCCCCC2
  6, 0.9, 8, -0.1
> O=C(O)CN1C(=O)/C(=C2/C(=O)N(Cc3ccc(Cl)cc3)c3ccccc32)SC1=S
  4, 2.2, -1, -0.3

Screens deposited in PubChem by The Scripps Research Institute Molecular Screening Center.
